RMI-FANCM inh: blocks RMI1/RMI2 complex binding to FANCM MM2 peptide; Fluorescence polarization, RMI core complex with F-MM2 peptide; stronger effect = lower value; FP signal (polarization) at 33 µM; 70,000 compounds, 0.58% hits; AID 1159607; in the data active = FP signal below about 40; also: inactives centre near 61; strong numbers were not always called active; unit not given here
* = called active by the depositor; & = joins results of further samples. Only part of the results is shown; count on the stated rates, not on these rows.

Screening CCOC(=O)c1c(NC(=O)c2ccc(S(=O)(=O)N3CC(C)OC(C)C3)cc2)sc2c1CCC2 (stereo not drawn) returned RMI-FANCM inh 73.
O=C(O)/C=C/C(=O)Nc1nccs1 was read as RMI-FANCM inh 46.
For COc1ccccc1-c1cc2c(SCC(=O)Nc3cccc(Br)c3)nccn2n1 the results were RMI-FANCM inh 120.
For O=C(NCCc1ccc(F)cc1)c1ccc(Cn2cnc3ccccc32)o1 the results were RMI-FANCM inh 65.
COc1cc([N+](=O)[O-])ccc1NC(=O)C=C(C)C was read as RMI-FANCM inh 62.
Cc1onc(-c2ccccc2Cl)c1C(=O)NCCCS(=O)(=O)N1CCN(c2ccccn2)CC1 was read as RMI-FANCM inh 61.
COc1ccc(S(=O)(=O)c2c(C)cc(C)n(CC(=O)Nc3ccc4c(c3)OCCO4)c2=O)cc1 was read as RMI-FANCM inh 66.
CCCCOc1ccc(C(=O)Nc2cccc(-c3cn4c(C)csc4n3)c2)cc1 was read as RMI-FANCM inh 87.
Screening CCC(C(=O)Nc1nc(CN2CCc3ccccc3C2)cs1)c1ccccc1 (stereo not drawn) returned RMI-FANCM inh 74.
For O=C(Nc1nc(-c2cc3ccccc3o2)cs1)c1ccc([N+](=O)[O-])s1 the results were RMI-FANCM inh 57.
Screening O=C(NCc1ccccc1Cl)NC1CC(=O)N(c2ccc3c(c2)OCCO3)C1 (stereo not drawn) returned RMI-FANCM inh 68.
O=C(CCN1CCOCC1)NNC(=O)Nc1cccc([N+](=O)[O-])c1 was read as RMI-FANCM inh 60.
`COCCn1c(=NC(=O)CSCC(=O)N2CCOCC2)sc2ccccc21` gave RMI-FANCM inh 76.
COC(=O)C1=C(N)CCCC1 was read as RMI-FANCM inh 60.
Screening Cn1c(=O)c2c(SCC(=O)c3ccc(Cl)cc3)ccnc2n(C)c1=O returned RMI-FANCM inh 70.
`COc1cc(=O)n(-c2ccccc2)nc1C(=O)NC1CCCCC1` gave RMI-FANCM inh 56.
For C=C1COC(=O)N1c1ccc(C)cc1 the results were RMI-FANCM inh 61.
For Nc1nn(-c2ccc(Cl)cc2)nc1C(=O)c1ccccc1 the results were RMI-FANCM inh 54.
Cc1cc(OC(=O)c2cccc(C(F)(F)F)c2)c([N+](=O)[O-])c(=O)[nH]1 was read as RMI-FANCM inh 60.
`O=C(C1CCCCC1)N1CCN(C(=O)C2CCCCC2)CC1` gave RMI-FANCM inh 54.
For Cn1c(Sc2ncnc(Sc3nnc(C(F)(F)F)n3C)c2[N+](=O)[O-])nnc1C(F)(F)F the results were RMI-FANCM inh 57.
Screening O=C(CS(=O)(=O)c1ccc(Cl)s1)N1CCN(c2ccc(F)cc2)CC1 returned RMI-FANCM inh 64.
For CCOC(=O)C1=C(O)C(=O)N(Cc2ccccc2)C1 the results were RMI-FANCM inh 53.
Screening CCCCCOc1ccc(C(=O)Nc2nc3ccc(Cl)cc3s2)cc1 returned RMI-FANCM inh 58.
For C=CCN1C(=O)C(C)(C)COc2cc(NC(=O)Cc3ccc(OCC)cc3)ccc21 the results were RMI-FANCM inh 69.
Screening Cc1noc(C)c1S(=O)(=O)N1CCC(c2nnc(C(C)C)o2)CC1 returned RMI-FANCM inh 60.
For CCN(CC)CCN(C(=O)c1ccnn1C)c1nc2ccc(OC)cc2s1 the results were RMI-FANCM inh 72.
Screening O=C(CSc1nc2[nH]ncc2c(=O)[nH]1)NCc1ccco1 returned RMI-FANCM inh 53.
`CCN1CCN(c2ccc(N3CCN(S(=O)(=O)c4cccc([N+](=O)[O-])c4)CC3)nn2)CC1` gave RMI-FANCM inh 53.
For COc1ccc(Cl)c2sc(N3CCN(C(=O)c4ccc(Br)s4)CC3)nc12 the results were RMI-FANCM inh 68.

Some of these compounds in order of molecular weight, high to low.
For Cn1c(Sc2ncnc(Sc3nnc(C(F)(F)F)n3C)c2[N+](=O)[O-])nnc1C(F)(F)F the results were RMI-FANCM inh 57.
For COc1ccc(Cl)c2sc(N3CCN(C(=O)c4ccc(Br)s4)CC3)nc12 the results were RMI-FANCM inh 68.
`CCN1CCN(c2ccc(N3CCN(S(=O)(=O)c4cccc([N+](=O)[O-])c4)CC3)nn2)CC1` gave RMI-FANCM inh 53.
`O=C(C1CCCCC1)N1CCN(C(=O)C2CCCCC2)CC1` gave RMI-FANCM inh 54.
For CCOC(=O)C1=C(O)C(=O)N(Cc2ccccc2)C1 the results were RMI-FANCM inh 53.

(listing goes on)
For CCOc1ccc2nc(N(CCN(C)C)C(=O)c3ccc(S(=O)(=O)N4CCc5ccccc54)cc3)sc2c1 the results were RMI-FANCM inh 101.
`COc1ccccc1NC(=O)CSc1nc(C)c(C)c(=O)[nH]1` gave RMI-FANCM inh 54.
For O=C1CCCN=C(Nc2ccc(F)c(Cl)c2)S1 the results were RMI-FANCM inh 53.
For CS(=O)(=O)N1CCCCC1C(=O)N(Cc1ccccc1)Cc1ccccc1 (stereo not drawn) the results were RMI-FANCM inh 66.
CC1CCc2nn(CC(=O)Nc3ccccc3Cl)c(=O)cc2C1 (stereo not drawn) was read as RMI-FANCM inh 64.
For Cc1ccc(C(=O)Nc2ccc(C(=O)NCCNC(=O)c3ccco3)cc2)cc1 the results were RMI-FANCM inh 141.
Cc1ccc(NC(=O)C(=O)NCC(c2cccn2C)N2CCN(C)CC2)cc1 (stereo not drawn) was read as RMI-FANCM inh 63.
`Clc1nc2cc3c(cc2s1)OCCO3` gave RMI-FANCM inh 69.
Screening COC(=O)/C(C#N)=C\C=C\c1ccccc1 returned RMI-FANCM inh 71.
CCn1ccc(C(=O)Nc2ccc3nc(N4CCN(C)CC4)sc3c2)n1 was read as RMI-FANCM inh 62.
For CCSc1ccc2c3c(cccc13)C(=O)N(NCCO)C2=O the results were RMI-FANCM inh 47.
`O=C(Nc1cc(C(F)(F)F)ccc1Cl)C(=S)NC1CCCCC1` gave RMI-FANCM inh 54.
`CC(=O)Nc1ccc(OCC(O)CNC(C)C)cc1` (stereo not drawn) gave RMI-FANCM inh 57&61.
COc1ccc(-c2ccc(=O)n(CCN3CCN(S(=O)(=O)c4ccc(Cl)s4)CC3)n2)cc1 was read as RMI-FANCM inh 66.
For O=C1Nc2ccc(S(=O)(=O)Nc3ccc(N=Nc4ccccc4)cc3)c3cccc1c23 the results were RMI-FANCM inh 59.

In the list so far, these have bromine.
For COc1ccccc1-c1cc2c(SCC(=O)Nc3cccc(Br)c3)nccn2n1 the results were RMI-FANCM inh 120.
For COc1ccc(Cl)c2sc(N3CCN(C(=O)c4ccc(Br)s4)CC3)nc12 the results were RMI-FANCM inh 68.

Further records
COc1ccc(-c2cc(=O)c3c(OC)cc(OC)c(-c4cc(-c5cc(=O)c6c(OC)cc(OC)cc6o5)ccc4OC)c3o2)cc1 was read as RMI-FANCM inh 57.
Screening O=[N+]([O-])c1ccc(OCCCCCCOc2ccc([N+](=O)[O-])cc2)cc1 returned RMI-FANCM inh 53.
`CC(C)N(CCSc1ccc(NC(=O)C2CC2)nn1)C(C)C` gave RMI-FANCM inh 67.
For Oc1ccc(OCc2ccccc2)cc1 the results were RMI-FANCM inh 48.
Screening COc1ccc(OCC(=O)Nc2nc(CN3CCc4ccccc4C3)cs2)cc1 returned RMI-FANCM inh 67.
Screening CC(=O)c1cccc(NS(=O)(=O)c2ccc(Oc3ccccc3Cl)cc2)c1 returned RMI-FANCM inh 54.
For Cc1cc(Br)c(NC(N)=S)c(Br)c1 the results were RMI-FANCM inh 39.
`O=S(=O)(CCl)N1CCCCC1` gave RMI-FANCM inh 59.
COC(=O)c1ccc(Cn2cnc3c(cnn3C3CCS(=O)(=O)C3)c2=O)cc1 (stereo not drawn) was read as RMI-FANCM inh 62.
Screening Cc1ccc(F)cc1NC(=O)CSc1nccn2nc(-c3ccc(Cl)cc3)cc12 returned RMI-FANCM inh 114.
O=C(CSc1ccc(-c2ccccc2)nn1)Nc1ccc(F)c([N+](=O)[O-])c1 was read as RMI-FANCM inh 54.
CCn1nccc1C(=O)Nc1nc(C)c(C(C)=O)s1 was read as RMI-FANCM inh 68.
`O=C(Nc1ccc(-n2nccc2C(F)(F)F)cc1)c1ccc(Cl)cc1` gave RMI-FANCM inh 61.
OCn1c2c(c3ccccc31)CCCC2 was read as RMI-FANCM inh 60.
For O=C(COc1ccccc1)Nc1ccc2c(c1)C(=O)NC2=O the results were RMI-FANCM inh 72.
`Cc1cccc(NC(=O)CC2CCCCN2S(=O)(=O)c2ccc(F)cc2)c1C` (stereo not drawn) gave RMI-FANCM inh 67.
Screening COc1ccc(CCNC(=O)C2CCN(CC(=O)Nc3ccc(C)cc3)CC2)cc1OC returned RMI-FANCM inh 59.
For CC(C)=CC1C(CO)C1(C)C (stereo not drawn) the results were RMI-FANCM inh 64.
`CCCN1C(=O)C(C)(C)COc2cc(NC(=O)C3CCCO3)ccc21` (stereo not drawn) gave RMI-FANCM inh 67.
For CC(CN1CCN(c2ccccn2)CC1)C(=O)O (stereo not drawn) the results were RMI-FANCM inh 57.
Screening COc1ccc(C2(C(F)(F)F)N=C3Sc4cc(C)ccc4N3C(=O)N2)cc1 (stereo not drawn) returned RMI-FANCM inh 71.
For O=C(CN1CCOCC1)C12CC3CC(CC(C3)C1)C2 the results were RMI-FANCM inh 54.
O=C(NCc1ccccn1)c1c[nH]c2ccccc2c1=O was read as RMI-FANCM inh 58.
Screening CCOC(=O)c1nnc(C=C(O)c2cccs2)c(=O)[nH]1 returned RMI-FANCM inh 59.
`O=C(c1ccc(=O)n(Cc2ccc(F)cc2)n1)N1CCCC1` gave RMI-FANCM inh 60.
For CC(CCC(=O)O)[C@H]1CCC2C3C(C[C@H](O)[C@@]21C)[C@@]1(C)CC[C@@H](O)C[C@H]1C[C@H]3O (stereo partly drawn) the results were RMI-FANCM inh 63.
For CCCCC1CCC(C(=O)Nc2nnc3n2CCS3)CC1 (stereo not drawn) the results were RMI-FANCM inh 55.
CC1(C)C[C@@H]1C(=O)N/C(=C\CCCCSC[C@H](N)C(=O)O)C(=O)O was read as RMI-FANCM inh 53.
Cc1ccc(-c2csc(-c3ccno3)n2)c(C)c1 was read as RMI-FANCM inh 57.
For Cc1cccc(NC(=O)c2ccc(Cl)cc2N)n1 the results were RMI-FANCM inh 63.

2 consecutive compounds already listed:
Screening CCOC(=O)c1c(NC(=O)c2ccc(S(=O)(=O)N3CC(C)OC(C)C3)cc2)sc2c1CCC2 (stereo not drawn) returned RMI-FANCM inh 73.
O=C(O)/C=C/C(=O)Nc1nccs1 was read as RMI-FANCM inh 46.

The listing continues.
For CCOC(=O)Cc1nnc(-c2ccc(Cl)cc2)o1 the results were RMI-FANCM inh 50.
`O=C(NCC(c1ccsc1)N1CCc2ccccc2C1)c1cccc2ccccc12` (stereo not drawn) gave RMI-FANCM inh 63.
`CC(C)CCOP(=O)(c1ccc(N(C)C)cc1)C(O)c1cccnc1` (stereo not drawn) gave RMI-FANCM inh 57.
COc1ccccc1-c1nc(COC(=O)c2nnn(-c3ccc(C)c(C)c3)c2C)c(C)o1 was read as RMI-FANCM inh 62.
`COCCn1c(=NC(=O)CS(=O)(=O)c2ccc(OC)cc2)sc2cc(F)cc(F)c21` gave RMI-FANCM inh 77.
Cc1cc(NS(=O)(=O)c2ccc(NC(=O)c3cc(Cl)sc3Cl)cc2)no1 was read as RMI-FANCM inh 56.
`CC(C)NS(=O)(=O)c1ccccc1I` gave RMI-FANCM inh 55.
`CC1=NC(=O)/C(=C\c2ccc(Cl)cc2)N(C)N1c1ccccc1` gave RMI-FANCM inh 44.
Cc1cc(N)ccc1N1CCCC1=O was read as RMI-FANCM inh 65.
Screening CC(=O)Nc1ccc(S(=O)(=O)N2CCN(S(=O)(=O)N3CCC(C)CC3)CC2)cc1 returned RMI-FANCM inh 63.
For Cc1ccc(Cl)c(-n2nnc(C(=O)Nc3ccc(F)cc3)c2C)c1 the results were RMI-FANCM inh 79.
Cc1nc(C(F)(F)F)ccc1C(=O)Nc1ccccc1F was read as RMI-FANCM inh 53.
CC(=O)O[C@H]1C[C@@H]2CC[C@@H]3[C@H](CC[C@@]4(C)[C@H]3C[C@H]([N+]3(C)CCCCC3)[C@@H]4OC(C)=O)[C@@]2(C)C[C@@H]1[N+]1(C)CCCCC1 was read as RMI-FANCM inh 56&53.
For COCCN1CCCc2ccc(NS(=O)(=O)c3ccc(NC(C)=O)cc3)cc21 the results were RMI-FANCM inh 57.
`O=C(NC1CCCC1)C1CC(=O)N(C2CCCC2)C1` (stereo not drawn) gave RMI-FANCM inh 59.
Screening COc1ccccc1C1CCN(C(=O)Nc2ccccc2C#N)CC1 returned RMI-FANCM inh 56.
COC(=O)c1ccccc1NC(=O)CSc1nnc(CCC(=O)O)c(=O)n1N was read as RMI-FANCM inh 57.
For COc1ccc2nc(-c3cccc(NS(=O)(=O)c4cccc(Cl)c4Cl)c3)cn2n1 the results were RMI-FANCM inh 70.
O=C(O)C1(c2cccs2)CCCC1 was read as RMI-FANCM inh 63.
Screening CSc1sc(NC(=O)Nc2cccc(C(F)(F)F)c2)cc1C#N returned RMI-FANCM inh 48.
`CC(C)C(=O)Nc1ccc(C(=O)NCCNS(=O)(=O)c2ccc3ccccc3c2)cc1` gave RMI-FANCM inh 63.
For O=[N+]([O-])c1ccc(C2=NN(c3ccccc3)C(c3ccco3)C2)cc1 (stereo not drawn) the results were RMI-FANCM inh 129.
For CC(=O)c1ccc(NS(=O)(=O)c2ccccc2[N+](=O)[O-])cc1 the results were RMI-FANCM inh 64.
`O=C(Nc1ccc2c(c1)CN(C(=O)c1cccs1)CC2)c1cccc(Cl)c1` gave RMI-FANCM inh 65.
COc1ccc(OC)c(S(=O)(=O)NCCCc2ccc(N(C)C)cc2)c1 was read as RMI-FANCM inh 72.
COC(=O)c1[nH]c(C(=O)OC)c(O)c1O was read as RMI-FANCM inh 63.
Screening Cc1ccc(S(=O)(=O)N2CCN(C(=O)CSc3ncnc4sc5c(c34)CCCC5)CC2)cc1 returned RMI-FANCM inh 72.

Grouped by structure: those above with a cyano group.
Screening COC(=O)/C(C#N)=C\C=C\c1ccccc1 returned RMI-FANCM inh 71.
Screening COc1ccccc1C1CCN(C(=O)Nc2ccccc2C#N)CC1 returned RMI-FANCM inh 56.
Screening CSc1sc(NC(=O)Nc2cccc(C(F)(F)F)c2)cc1C#N returned RMI-FANCM inh 48.
